Screening results deposited in PubChem by National Center for Advancing Translational Sciences (NCATS).
uPA surface inh = inhibitors of cell surface uPA generation | cell surface uPA generation assay, qHTS | Potency, µM (top dose mostly 38.3 µM), for the others: top-dose activity change, negative = inhibition, most hits filed as inhibitors | 330,000 tested, 0.31% active | AID 540303; active = well fitted inhibition curve with a large enough effect; inconclusive = small, poorly fitted or top-dose-only effect; inactive = no such curve, though single readings can be large or run the other way; tested in mouse RAW 264.7 cells; note: potency is the fitted concentration of half-maximal effect; % is set by controls: 0 for no effect and ±100 for the full control effect; nearly all actives have a fitted effect of over 55% in size
USP2a inh = USP2a (human) protease inhibition; O75604; USP2 core, Ub-CHOP2 coupled fluorogenic reporter, 485/531; Potency, µM (doses to about 38.3 µM), without a hit: top-dose activity change, negative = inhibition, actives largely listed as inhibitors; 330,000 tested, 0.01% active;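 note: potency is the fitted concentration of half-maximal effect; plate controls were DMSO wells for no effect and full inhibition by NEM control for full effect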
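Cell-free coupled assay: 10nM USP2 core preincubated 30min RT with compound in Tris-HCl pH 8.0/CaCl2/CHAPS buffer, then 25nM Ub-CHOP2 and 25nM reporter substrate; fluorescence (Ex 485/Em 531) read after 60min RT, normalized to NEM inhibition, concentration-response curves fitted.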
Tb PFK block = blocks T. brucei phosphofructokinase | O15648 | T. brucei PFK, ADP-Glo luminescence | Potency, µM (top dose mostly 57.5 µM), inactives show at the top dose activity, negative = inhibition, hits mostly inhibitors | 330,000 tested, 0.17% active | AID 485367;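 note: potency is the fitted concentration of half-maximal effect; 0% = uninhibited 1x PFK enzyme wells and -100% = no-enzyme wells; nearly all actives have a fitted effect of over 60% in size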
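PFK 1.25 nM, F6P 0.5 mM, ATP 0.1 mM, 0.1 M TEA pH 8.0, 5 mM MgCl2, 0.01% Tween20, 0.1% BSA; 45 min RT. ADP-Glo readout. qHTS titration up to 57 uM; curves fitted, compounds curve-classed.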
ELG1 DNA repair = inhibitors of ELG1-dependent DNA repair in HEK293T cells. HEK293T ELG1-luciferase reporter, luminescence, 16 h; DNA damage induced by 5-fluorouridine. Potency, µM (titrated, usually from 46.1 µM), inactives show top-dose activity change, negative = inhibition, most hits filed as inhibitors. 330,000 tested, 2.3% active; note: potency is the fitted concentration of half-maximal effect; % is set by controls: 0 for no effect and ±100 for the full control effect; nearly all actives have a fitted effect of over 55% in size
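Cells (2,000 per well) received 5-fluorouridine plus test compound or DMSO and were incubated 16 hr at 37 °C, 5% CO2. Luciferase activity was read by luminescence 30 min after ONE-Glo addition; signal suppression marked inhibition of damage-induced ELG1 function.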
TSHR antagonist = blocks TSH signaling through the human TSH receptor; P16473; TSHR-expressing cells, TSH-stimulated cAMP HTRF, 2 h; stronger effect = lower value; activity change, negative = inhibition, % at 11.5 µM; 330,000 tested, 0.2% active; AID 504810;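 active = activity change below a set negative limit, meaning inhibition stronger than a set level, cut at about -70% in these data; inconclusive = activity change between two set negative limits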; note: % is set by controls: 0 for no effect and ±100 for the full control effect
Target sequence (P16473 whole entry, looked up): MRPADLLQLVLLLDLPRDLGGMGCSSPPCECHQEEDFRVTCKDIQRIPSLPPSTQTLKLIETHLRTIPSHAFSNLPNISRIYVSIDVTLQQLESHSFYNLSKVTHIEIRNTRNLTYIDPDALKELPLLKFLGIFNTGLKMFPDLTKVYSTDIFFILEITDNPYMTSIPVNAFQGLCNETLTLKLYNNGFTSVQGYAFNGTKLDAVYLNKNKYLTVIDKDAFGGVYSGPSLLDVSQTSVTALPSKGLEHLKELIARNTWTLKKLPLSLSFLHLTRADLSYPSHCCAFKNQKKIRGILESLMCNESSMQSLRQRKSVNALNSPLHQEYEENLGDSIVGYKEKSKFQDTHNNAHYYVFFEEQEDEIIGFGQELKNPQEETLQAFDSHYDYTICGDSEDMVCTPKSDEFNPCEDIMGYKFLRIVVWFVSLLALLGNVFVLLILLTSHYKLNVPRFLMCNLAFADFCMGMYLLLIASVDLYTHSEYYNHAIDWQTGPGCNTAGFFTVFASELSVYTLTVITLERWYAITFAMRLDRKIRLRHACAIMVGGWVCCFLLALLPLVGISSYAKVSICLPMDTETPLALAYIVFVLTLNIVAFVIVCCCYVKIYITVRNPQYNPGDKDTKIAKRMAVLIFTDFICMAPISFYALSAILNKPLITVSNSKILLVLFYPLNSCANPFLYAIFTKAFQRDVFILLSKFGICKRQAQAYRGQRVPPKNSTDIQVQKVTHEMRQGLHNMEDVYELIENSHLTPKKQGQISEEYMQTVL
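Freshly harvested TSHR cells receive pin-tooled compound, then EC80 TSH at 4nM final. After 2 hours at 37 deg C, antibody in lysis buffer and cAMP-d2 are added; 30 minutes at ambient temperature precede the HTRF read.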
TCR act = activates T cell receptor signaling; primary human leukocytes, anti-CD3, IL-2 HTRF, 48 h; Potency, µM (titrated, usually from 9.22 µM), for the others: at the highest dose activation of IL-2 secretion, usual class: activators; 330,000 tested, under 10 active; AID 504894; note: % of control where 0% means no effect
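Primary human leukocytes incubated 48 hr with anti-CD3 beads plus compound, without co-stimulation. Secreted IL-2 measured by HTRF (europium cryptate/d2 anti-IL-2 pair, 320 nm excitation, 665 nm emission).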
Mito fusion yeast = inhibitors of mitochondrial division or activators of mitochondrial fusion; AID 485298; 320,000 tested, 0.23% active; S. cerevisiae fusion-defective mutant growth rescue, CellTiterGlo 48 h; Potency, µM (highest dose often 46.1 µM), without a hit: top-dose growth rescue (activation), actives largely listed as activators;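 note: potency is the fitted concentration of half-maximal effect; % of control where 0% means no effect; nearly all actives have a fitted effect of over 45% in size; temperature-sensitive fusion mutants such as fzo1-1 at 37 °C on non-fermentable ethanol glycerol medium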
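Growth-rescue viability read-out: after 48 h at the non-permissive 37C in glycerol/ethanol YPEG, yeast mitochondrial fusion mutants are measured by CellTiterGlo luminescence; compounds (23 nl pinned per well) restoring growth score as division inhibitors or fusion activators.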
Eya2 inh = Eya2 (human) phosphatase inhibition; Potency, µM (doses to about 76.9 µM), without a hit: at the highest dose activity, negative = inhibition, usual class: inhibitors; O00167; recombinant Eya2, OMFP fluorescence dephosphorylation (OMFP is methylfluorescein phosphate); 330,000 tested, 0.006% active; AID 488837; note: potency is the fitted concentration of half-maximal effect; % is set by controls: 0 for no effect and ±100 for the full control effect
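Eya2 (0.2 uM) preincubated 10 min at ambient with compound, then OMFP substrate added at 50 uM; 10 min reaction in 50 mM HEPES pH 7.5, 50 mM NaCl, 5 uM MgCl2, 0.05% BSA, 1 mM DTT. Fluorescence read at Ex 485/Em 525 nm.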
BCR signal inh = blocks chronic active B-cell receptor signaling. ABC-DLBCL IkBa-CBG/CBR reporter, luminescence ratio, 4 h. Potency, µM (top dose mostly 46.1 µM), for inactives: at the top dose ratio change, negative = lower green/red ratio, most hits filed as inhibitors. 340,000 tested, 0.05% active. AID 493014; active = well fitted inhibition curve with a large enough effect in the signal ratio, with a control signal flat, not every such curve was filed as active; inconclusive = small, poorly fitted or top-dose-only effect, or effect the other way, or a change in a side signal; the % refers to the signal ratio;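 note: potency is the fitted concentration of half-maximal effect; plate controls were basal doxycycline-induced cells for no effect and cells given 10 µM MG132 for full effect; MG132 reads +100%, hits lower the ratio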
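Cell line TMD8 (human ABC DLBCL), stably expressing tet-inducible CBG68-IkBa fusion and CBR; IMDM/0.5% FBS; cpd up to 46 uM; dox induction, 4 h, 37C/5% CO2; dual luminescence; green/red ratio; MG132 control.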
PTAP TSG101 blk = blocks PTAP/TSG101 interaction to inhibit HIV-1 budding | Q99816 | Fluorescence polarization, FITC-PTAP peptide / Tsg101 binding | Potency, µM (titrated, usually from 115 µM), for the others: at the highest dose activity change, negative = inhibition, hits mostly inhibitors | 340,000 tested, under 10 active | AID 493005; active = well fitted inhibition curve with a large enough effect in the main read-out, with a control signal flat, not every such curve was filed as active; inconclusive = small, poorly fitted or top-dose-only effect, or effect the other way, or a change in a side signal; inactive = no such curve, though single readings can be large or run the other way; note: potency is the fitted concentration of half-maximal effect; % of control where 0% means no effect
Target sequence (Q99816 whole entry, looked up): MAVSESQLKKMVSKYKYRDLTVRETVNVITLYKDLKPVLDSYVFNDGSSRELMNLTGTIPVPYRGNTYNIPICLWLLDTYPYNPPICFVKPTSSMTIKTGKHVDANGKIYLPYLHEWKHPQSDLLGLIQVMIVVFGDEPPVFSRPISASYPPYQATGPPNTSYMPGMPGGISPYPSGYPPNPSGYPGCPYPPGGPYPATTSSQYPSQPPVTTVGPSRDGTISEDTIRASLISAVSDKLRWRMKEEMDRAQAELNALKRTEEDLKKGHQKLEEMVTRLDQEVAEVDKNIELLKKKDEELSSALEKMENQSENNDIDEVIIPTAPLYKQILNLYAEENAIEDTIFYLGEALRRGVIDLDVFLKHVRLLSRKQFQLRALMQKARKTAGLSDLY
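Tsg101 binding domain (10 uM final) was mixed with compound and a FITC-labeled PTAP peptide (50 nM final) in HEPES pH 7.5 buffer with NaCl, Tween 20, EDTA and TCEP; fluorescence polarization was read after 20 min at r.t.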
B2AR arrestin = agonists driving beta-arrestin recruitment to human beta2-adrenergic receptor; Potency, µM (top dose mostly 46.1 µM), without a hit: at the highest dose activation, usual class: activators; beta-arrestin recruitment to beta2AR, cell-based reporter; P07550; 330,000 tested, 0.02% active;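 note: potency is the fitted concentration of half-maximal effect; 0% = DMSO controls and full agonism = EC100 isoproterenol or metaproterenol; nearly all actives have a fitted effect of over 65% in size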
Starred values were filed as active, the others as inactive; ? = inconclusive; . = not tested or not shown; [ ] = dose if it differs, or a comment. Unless noted, calls come from the whole dose curve; as a rule, active = well fitted curve in the direction sought with a large enough effect; inconclusive = small, poorly fitted or top-dose-only effect, or another doubt; inactive = no such curve, though single readings can be large; an effect the other way counts as inactive or inconclusive.

SMILES | uPA surface inh | USP2a inh | Tb PFK block | ELG1 DNA repair | TSHR antagonist | TCR act | Mito fusion yeast | Eya2 inh | BCR signal inh | PTAP TSG101 blk | B2AR arrestin
COc1ccc(C(=O)Oc2c(C)occc2=O)cc1OC | -11% | 0% | -1% | 5% | 9 | 12% | -1% | 4% | ? | -9% | 0.0%
OC1(c2ccccc2)C/C(=N\n2cnnc2)C=C1c1ccccc1 (configuration not stated) | 7% | 9% | -5% | 12% | -1 | -7% | 0% | -5% | 0% | -4% | 0.0%
Cc1ccc(NC(=O)c2c(F)cccc2Cl)cc1NS(C)(=O)=O | 5% | 0% | 4% | 2% | 2 | -1% | -3% | 16% | -3% | -2% | -1.1%
CCOc1ccc(C(=S)N2CCN(C)CC2)cc1 | 3% | 9% | -7% | 17% | 6 | 0% | -1% | 11% | 0% | -1% | -0.2%
CCCOC(=O)C1=C(C)NC(=O)NC1c1cc2c(cc1Br)OCO2 (configuration not stated) | -6% | 3% | -1% | 11% | 1 | . | 2% | -6% | -1% | -1% | 0.4%
CC1=C(C)CC(C(=O)NC2CCN(C(C)C)CC2)C(C(=O)O)C1 (configuration not stated) | 3% | 1% | -18% | ? | 37 | -5% | 7% | 2% | ? | -6% | -0.1%
Cc1cc2ccc(C)c(C)c2nc1SCC#N | -8% | 1% | 11% | 11% | -15 | 0% | 6% | -12% | ? | 0% | 0.2%
CC(C)C(=O)N1CCN(c2ccccc2NC(=O)c2ccc(C#N)cc2F)CC1 | -10% | -1% | 1% | -12% | 7 | -13% | -2% | -12% | -25% | -4% | 0.1%
CC(=O)c1c(-c2ccccc2)c2cc(Cl)ccc2n(C)c1=O | -8% | -1% | 2% | 0% | -20 | -2% | 5% | 1% | -7% | -4% | -0.1%
CC1CN(CC(O)COc2ccc(C(C)C)cc2)CC(C)O1 (configuration not stated) | 4% | 1% | 11% | -2% | 3 | 2% | 2% | -1% | 5% | -2% | -0.5%
C=CCc1cc(OC)ccc1OCCOCCN1CCc2ccccc2C1 | 1% | 0% | -2% | -14% | -10 | -3% | -10% | -5% | -8% | -2% | -0.2%
N#C/C(=C\c1ccc(O)c(O)c1)C(=O)Nc1cccc2ncccc12 | -6% | ? | 17% | -11% | -17 | -1% | -9% | -2% | -27% | -10% | -0.2%
CCOc1ccccc1NC(=O)C(CC(C)C)NC(=O)C1CCCCC1 (configuration not stated) | -1% | 7% | 3% | 3% | 5 | 0% | 10% | -4% | ? | -2% | -0.5%
CCN(CC)S(=O)(=O)c1ccc2c(c1)nc(CCC(=O)OCC(=O)Nc1cc(Cl)cc(Cl)c1)n2C | -10% | -10% | -6% | 5% | 11 | 9% | -6% | -2% | ? | -1% | -0.4%
Cc1ccc(NC(=O)/C(=C\c2ccccc2)NC(=O)/C=C/c2ccccc2)cc1 | 0% | -1% | 0% | 3% | 6 | 3% | -2% | 6% | 4% | -9% | 0.1%
O=c1[nH]n(CC2COC3(CCCCC3)O2)c(=O)c2ccccc12 (configuration not stated) | -5% | 1% | -3% | ? | 9 | 2% | 8% | -21% | ? | -3% | -0.2%
O=C(c1cccn(Cc2ccc(C(F)(F)F)cc2)c1=O)N1CCOCC1 | 1% | -1% | 1% | 14% | 4 | 5% | -5% | 3% | -6% | -1% | 0.1%
N#CCn1nnc(-c2ccc3c(c2)OCO3)n1 | -1% | 3% | -3% | 25% | 7 | -4% | -2% | -4% | -5% | -1% | -1.4%
COC(=O)c1cc2sccc2n1CC(=O)Nc1ccc(OC)c(OC)c1OC | 8% | 3% | -5% | -12% | 5 | -2% | 2% | -2% | -8% | -4% | -2.0%
Cc1cccc(OCCCC(=O)NCC(=O)Nc2cccc(C)c2C)c1 | 1% | 9% | 0% | -20% | -1 | 0% | 1% | -15% | ? | -1% | -0.1%
O=C(NCCC1=CCCCC1)c1cc(S(=O)(=O)N2CCOCC2)ccc1F | -2% | -5% | -6% | -3% | . | -2% | 4% | 3% | -2% | -7% | 0.0%
O=C(c1cc2nc(-c3ccc(F)cc3)cc(C(F)(F)F)n2n1)N1CCCC1 | . | 0% | -2% | 3% | -1 | . | 3% | -19% | 0% | . | -1.0%
C[C@H](CO)N1C[C@H](C)[C@@H](CN(C)C(=O)NC2CCCCC2)Oc2c(cccc2N(C)C)C1=O | -6% | 7% | 6% | 17% | -8 | 1% | . | 2% | -1% | 1% | -0.2%
Oc1cc(O)c2c(c1)OC(c1ccc(O)c(O)c1)C(O)C2 (configuration not stated) | 2% | 1% | ? | 15% | -1 | -7% | 2% | 13% | 5% | -1% | -0.1%
CCN1CCN(c2ccc(NC(=O)c3cccc(OCc4ccccc4)c3)cc2)CC1 | -1% | 3% | 2% | 6% | 12 | 0% | -3% | 2% | 27% | -1% | 0.3%

(next part)
SMILES | uPA surface inh | USP2a inh | Tb PFK block | ELG1 DNA repair | TSHR antagonist | TCR act | Mito fusion yeast | Eya2 inh | BCR signal inh | PTAP TSG101 blk | B2AR arrestin
CC(C)NC(=O)COC(=O)c1cccc(NS(=O)(=O)/C=C/c2ccccc2)c1 | -4% | 1% | 8% | ? | 4 | 1%[46.1 µM] | -4% | -4% | -7% | -2% | -0.4%
O=C(N/N=C/C=C/c1ccc(Br)cc1)C(O)c1ccccc1 (configuration not stated) | 9% | 4% | 4% | 14% | -4 | 9%[46.1 µM] | -7% | 2% | ? | -8% | -0.3%
COc1ccc(NC(=O)Cn2c(CCC(=O)O)ccc2-c2ccc(C)cc2)cc1 | 14% | -7% | 4% | 25% | 0 | -1% | 6% | 6% | 1% | 0% | 0.1%
O=C(Nc1ccc(-c2nnn(CC(=O)N3CCN(C(=O)c4ccco4)CC3)n2)cc1)c1ccc(F)cc1 | 7% | -1% | 1% | ? | 9 | 7% | 4% | ? | ? | -5% | -1.1%
O=C(CCNC(=O)c1ccccc1Cl)NCC12CC3CC(CC(C3)C1)C2 | 5% | 4% | 0% | 3% | 8 | 5%[46.1 µM] | 6% | -2% | 1% | -3% | 0.1%
CCCCNC(=O)C1(NC(=O)Nc2ccc(C)cc2)CCCCC1 | -4% | 1% | -2% | 24% | 10 | -1% | -3% | -5% | 5% | 2% | 0.5%
Cc1ccc(S(=O)(=O)NC(=O)Nc2ncc3c(n2)CC(c2ccco2)CC3=O)cc1 (configuration not stated) | -17% | 3% | 1% | 5% | -10 | -6% | 0% | -5% | 2% | -6% | -0.1%
COc1ccc(NC(=O)CSC2=NN3CCCC(=O)N=C3S2)c(OC)c1 | 4% | 2% | -7% | 9% | -4 | 0% | 0% | -9% | -2% | -1% | 0.0%
CCOC(=O)COc1cnc2ccccc2n1 | -2% | 3% | -4% | -13% | 5 | 2% | -4% | 7% | -4% | -3% | 0.4%
Cn1c(C(=O)NCC2CCCO2)cc2oc3ccccc3c21 (configuration not stated) | 4% | 3% | 2% | ? | -13 | -5% | -7% | 10% | 2% | -4% | -1.0%
CCc1nc(Nc2ccc(OC)c(OC)c2)c2nnn(Cc3ccccc3Cl)c2n1 | -8% | 1% | 4% | 13µM* | -25 | 1%[46.1 µM] | 7% | -12% | ? | -3% | -0.4%
Cc1ccc(/C=C/C(=O)Nc2nn[nH]n2)o1 | 0% | 1% | -1% | 4% | 3 | 2%[46.1 µM] | 1% | 6% | 0% | -2% | -0.1%
CCOC(=O)C1(CCOc2ccccc2)CCN(Cc2cc(OC)ccc2OC)CC1 | -30% | 4% | 2% | ? | -2 | -2% | -10% | 2% | -2% | -5% | -0.9%
c1ccc2nc(-c3nc4ccccc4o3)ccc2c1 | . | 1% | ? | ? | -2 | -13% | -5% | -29% | ? | -11% | 0.0%
COc1ccccc1NC(=O)CN1CCN(CC(=O)Nc2ccc(S(N)(=O)=O)cc2)CC1 | -2% | -1% | 0% | -29% | 8 | 2% | 5% | 8% | -7% | -6% | 0.2%
CC(C)CSc1ccc(S(=O)(=O)NCC(=O)O)cc1[N+](=O)[O-] | -9% | 7% | 3% | 15% | 4 | -8% | 2% | 6% | 2% | 0% | 0.0%
Cc1cc(=O)nc2c3ccccc3n(CC(=O)Nc3ccccc3Br)n12 | -1% | 3% | -9% | -14% | 2 | 0% | 10% | -5% | ? | -4% | -0.4%
CC(=O)c1cnc2cc(C)nn2c1C | -1% | -5% | -4% | 12% | 11 | 8% | 1% | 6% | -13% | -1% | -0.4%
